High-throughput results (PubChem)
TDP1 block: TDP1 (human) enzyme inhibition; recombinant TDP1, AlphaScreen DNA substrate cleavage; Potency, µM (series often up to 130 µM), without a hit: top-dose activity change, negative = inhibition, most hits filed as inhibitors; hit rate 0.28% among 350,000; note: nearly all actives have a fitted effect of over 40% in size
Target sequence (Q9NUW8 whole entry, looked up): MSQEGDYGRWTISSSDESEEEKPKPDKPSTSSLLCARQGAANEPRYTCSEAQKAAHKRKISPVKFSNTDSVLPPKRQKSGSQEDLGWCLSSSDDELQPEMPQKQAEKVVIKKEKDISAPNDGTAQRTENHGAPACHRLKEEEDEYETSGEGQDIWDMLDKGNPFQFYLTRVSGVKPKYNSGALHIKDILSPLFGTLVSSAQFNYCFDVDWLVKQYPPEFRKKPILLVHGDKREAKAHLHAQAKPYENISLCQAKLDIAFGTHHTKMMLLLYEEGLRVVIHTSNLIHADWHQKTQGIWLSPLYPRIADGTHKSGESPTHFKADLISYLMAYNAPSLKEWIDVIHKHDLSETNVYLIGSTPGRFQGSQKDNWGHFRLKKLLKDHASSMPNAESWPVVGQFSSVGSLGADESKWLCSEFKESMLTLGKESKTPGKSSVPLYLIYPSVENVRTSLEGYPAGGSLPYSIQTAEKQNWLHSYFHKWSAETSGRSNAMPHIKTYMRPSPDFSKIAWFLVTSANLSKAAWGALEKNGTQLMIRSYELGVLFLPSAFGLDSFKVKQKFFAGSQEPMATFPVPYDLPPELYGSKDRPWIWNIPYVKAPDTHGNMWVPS
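Enzyme-compound mixtures sat 15 min at room temperature, followed by a 5 min reaction with 15 nM final substrate and 10 min with AlphaScreen beads. Recombinant human Tdp1 was used at 1 nM final.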
DT40 TDP1 CPT: DT40-hTDP1 cell growth loss with CPT; AID 686979; Potency, µM (titrated, usually from 46.2 µM), for inactives: at the highest dose activity change, negative = growth inhibition, most hits filed as inhibitors; hit rate 12% among 420,000; chicken DT40 Tdp1-/-;hTDP1 cells + 20 nM CPT, ATP luminescence, 48 h; note: nearly all actives have a fitted effect of over 55% in size
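Chicken DT40 Tdp1-/- cells complemented with human TDP1, 400 cells/well, exposed to compounds plus 20 nM camptothecin for at least 48 h at 37 C; viability read as ATP content by CellTiter-Glo luminescence.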
TDP1 cell noCPT: qHTS for Inhibitors of human tyrosyl-DNA phosphodiesterase 1 (TDP1): qHTS in cells in absence of CPT; hit rate 15% among 420,000; DT40 Tdp1-/- hTDP1 cells, no CPT, ATP luminescence, 48 h; Potency, µM (series often up to 46.2 µM), for the others: at the highest dose activity change, negative = growth inhibition, hits mostly inhibitors; note: nearly all actives have a fitted effect of over 55% in size
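Luminescent ATP content (CellTiter-Glo) served as the growth readout. Knockout chicken DT40 cells expressing human TDP1 were exposed to compounds without camptothecin for a minimum 48 hr at 37 °C.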
An asterisk follows results filed as active; [ ] = dose if it differs, or a comment. Calls come from the whole dose curve; as a rule, active = well fitted curve in the direction sought with a large enough effect; inconclusive = small, poorly fitted or top-dose-only effect, or another doubt; inactive = no such curve, though single readings can be large; an effect the other way counts as inactive or inconclusive. % is set by controls: 0 for no effect and ±100 for the full control effect; potency is the fitted concentration of half-maximal effect.

Results for CCOC(=O)c1cnc(C(C)(C)C)[nH]c1=O ?
TDP1 block: 0.0%; DT40 TDP1 CPT: -7.8%; TDP1 cell noCPT: 0.4%

Results for Cc1ccc(CNC(=O)CSc2ccc(-c3ccccn3)nn2)cc1 ?
TDP1 block: 7.9%; DT40 TDP1 CPT: -23.8%; TDP1 cell noCPT: inconclusive

How did O=C(NCCNC(=O)C1CC2CCC1C2)C1CC2CCC1C2 (stereo not given) do in these assays?
TDP1 block: 2.2%; DT40 TDP1 CPT: -1.0%; TDP1 cell noCPT: -0.8%

Results for Clc1ccc(-c2nc3c4ccccc4ccn3c2Cc2cccc(Cl)c2)cc1 ?
DT40 TDP1 CPT: inconclusive; TDP1 cell noCPT: 7.31µM*

What do the screens show for `O=C(NC1CCCC1)C1c2ccccc2OCC(=O)N1Cc1ccccc1` (stereo not given)?
DT40 TDP1 CPT: -18.2%; TDP1 cell noCPT: inconclusive

What do the screens show for `Cn1c[n+](C)cc1/C=N/O`?
TDP1 block: -2.0%; DT40 TDP1 CPT: -0.4%; TDP1 cell noCPT: -1.2%

What do the screens show for `COc1cc(C(=O)Nc2ccc(S(=O)(=O)N3CCCCC3)cc2)ccc1OCC(=O)N1CCOCC1`?
DT40 TDP1 CPT: -19.9%; TDP1 cell noCPT: -9.1%

Results for CC(C)Oc1ccc(CNC(=O)Cn2c(-c3cccs3)cc3ccccc32)cc1 ?
TDP1 block: -6.2%; DT40 TDP1 CPT: 0.2%; TDP1 cell noCPT: -22.2%

Results for CCOc1ccc(CN2C(=O)c3ccccc3Sc3ccc(C(=O)NCc4ccc5c(c4)OCO5)cc32)cc1 ?
TDP1 block: 4.7%; DT40 TDP1 CPT: 10.5%; TDP1 cell noCPT: -13.0%

Results for O=C(NNc1cccc(Cl)n1)c1cccnc1Cl ?
TDP1 block: 0.0%; DT40 TDP1 CPT: 0.4%; TDP1 cell noCPT: 2.7%

Results for COc1cccc(-c2cc(C(F)(F)F)nc(NCCc3ccc(OC)c(OC)c3)n2)c1 ?
TDP1 block: 0.0%; DT40 TDP1 CPT: inconclusive; TDP1 cell noCPT: inconclusive

What do the screens show for `O=C(NCCCO)C(=O)NCC(c1ccc2c(c1)OCO2)N1CCOCC1` (stereo not given)?
TDP1 block: -1.1%; DT40 TDP1 CPT: -6.0%; TDP1 cell noCPT: -1.4%

What do the screens show for `Cc1cc(C)c(C#N)c(SCc2nc3ccccc3[nH]2)n1`?
TDP1 block: -3.6%; DT40 TDP1 CPT: -9.1%; TDP1 cell noCPT: inconclusive

Results for CC(C)NC(=O)C1(C)CSCC(=O)N1C1CCN(Cc2ccccc2)CC1 (stereo not given) ?
DT40 TDP1 CPT: 4.0%; TDP1 cell noCPT: -7.6%

How did CCCC1(c2ccccc2)NC(=O)N(C/C=C/Cl)C1=O (stereo not given) do in these assays?
TDP1 block: -1.7%; DT40 TDP1 CPT: inconclusive; TDP1 cell noCPT: inconclusive

Random excerpt: four entries already listed
How did CCCC1(c2ccccc2)NC(=O)N(C/C=C/Cl)C1=O (stereo not given) do in these assays?
TDP1 block: -1.7%; DT40 TDP1 CPT: inconclusive; TDP1 cell noCPT: inconclusive

What do the screens show for `Cn1c[n+](C)cc1/C=N/O`?
TDP1 block: -2.0%; DT40 TDP1 CPT: -0.4%; TDP1 cell noCPT: -1.2%

Results for CC(C)NC(=O)C1(C)CSCC(=O)N1C1CCN(Cc2ccccc2)CC1 (stereo not given) ?
DT40 TDP1 CPT: 4.0%; TDP1 cell noCPT: -7.6%

What do the screens show for `O=C(NC1CCCC1)C1c2ccccc2OCC(=O)N1Cc1ccccc1` (stereo not given)?
DT40 TDP1 CPT: -18.2%; TDP1 cell noCPT: inconclusive

Carrying on:
How did FC(F)(F)c1cccc(Cc2noc(CN3CCC(c4ccncc4)CC3)n2)c1 do in these assays?
TDP1 block: 8.1%; DT40 TDP1 CPT: 5.8µM*; TDP1 cell noCPT: 7.31µM*

How did CCc1nn(CC(=O)NC2CC2)c(=O)c2cc3ccccc3n12 do in these assays?
TDP1 block: 2.0%; DT40 TDP1 CPT: 3.3%; TDP1 cell noCPT: -27.3%

What do the screens show for `Cc1ccc(C2=Nc3ccccc3N(CC(=O)NCc3ccc(F)cc3)C(=O)C2)cc1C`?
TDP1 block: 7.1%; DT40 TDP1 CPT: 14.6µM*; TDP1 cell noCPT: 23.1µM*

What do the screens show for `CC[C@@]1(C(=O)OC)N[C@H](CN(C)C(=O)Nc2ccccc2)[C@@H]2C(=O)N(C)C(=O)[C@@H]21`?
TDP1 block: 1.2%; DT40 TDP1 CPT: -3.1%; TDP1 cell noCPT: 9.7%

How did N#Cc1nc(COc2cccc(Cl)c2)oc1NCc1ccncc1 do in these assays?
TDP1 block: 11.0%; DT40 TDP1 CPT: -9.7%; TDP1 cell noCPT: -6.2%

Results for Cc1ccc(NC(=O)c2ccc(S(=O)(=O)N3CCCC3)cc2)cc1 ?
DT40 TDP1 CPT: 16.5%; TDP1 cell noCPT: -12.5%

What do the screens show for `CCOc1ccc(C(=O)NC(=S)Nc2ccc(N3CCC(C)CC3)cc2)cc1[N+](=O)[O-]`?
TDP1 block: 3.7%; DT40 TDP1 CPT: inconclusive; TDP1 cell noCPT: 11.6µM*

How did COC(=O)CC1C(=O)NCCN1C(=O)c1ccc(S(=O)(=O)N2CCOCC2)cc1 (stereo not given) do in these assays?
TDP1 block: -3.5%; DT40 TDP1 CPT: -1.7%; TDP1 cell noCPT: -1.1%

Results for O=C(COC(=O)c1cc(Br)ccc1Cl)NC1CC1 ?
TDP1 block: 2.6%; DT40 TDP1 CPT: -1.7%; TDP1 cell noCPT: 8.9%

How did Cc1ccc2c(CNCc3ccc(C)o3)c(C(=O)O)n(Cc3ccc(F)cc3)c2c1 do in these assays?
TDP1 block: 0.0%; DT40 TDP1 CPT: inconclusive; TDP1 cell noCPT: 16.4µM*

Results for CC(C)Oc1ccc(C(=O)OC(C)C(=O)Nc2nc(-c3cccc([N+](=O)[O-])c3)cs2)cc1 (stereo not given) ?
TDP1 block: -0.6%; DT40 TDP1 CPT: 16.4µM*; TDP1 cell noCPT: 25.9µM*

What do the screens show for `CCC(C)C(NC(=O)C(N)CC(C)C)C(=O)NC(CCC(=O)OCc1ccccc1)C(N)=O` (stereo not given)?
TDP1 block: 5.9%; DT40 TDP1 CPT: -12.1%; TDP1 cell noCPT: -14.0%

Results for CCc1nnc(SCc2ccc(OC)c(Br)c2)n1N ?
TDP1 block: 5.1%; DT40 TDP1 CPT: -6.3%; TDP1 cell noCPT: -6.2%

How did C=CCNC(=O)NC(=O)COC(=O)c1ccccc1Sc1ccc(C(F)(F)F)cc1[N+](=O)[O-] do in these assays?
TDP1 block: 3.2%; DT40 TDP1 CPT: inconclusive; TDP1 cell noCPT: -52.9%

What do the screens show for `Cc1ccc(NC(=O)COc2ccccc2C(=O)NCc2ccccc2)cc1`?
TDP1 block: -13.0%[56.1 µM]; DT40 TDP1 CPT: inconclusive; TDP1 cell noCPT: inconclusive

Results for CCC1Oc2ccccc2N(CC(=O)NC2CCCCC2)C1=O (stereo not given) ?
TDP1 block: 11.8%; DT40 TDP1 CPT: -19.1%; TDP1 cell noCPT: inconclusive

How did NCc1csc(Nc2nncc3ccccc23)n1 do in these assays?
DT40 TDP1 CPT: inconclusive; TDP1 cell noCPT: inconclusive

Results for Cc1cc(-c2nnc(CCC(=O)NC(C)c3cccc4ccccc34)o2)no1 (stereo not given) ?
TDP1 block: -1.2%; DT40 TDP1 CPT: 0.1%; TDP1 cell noCPT: 11.5%

Results for CCCCCC(=O)N1CC2(CC(c3cccc(NC(=O)CC(c4ccccc4)c4ccccc4)c3)=NO2)C[C@@H]1C(N)=O (stereo not given in full) ?
TDP1 block: 4.7%; DT40 TDP1 CPT: inconclusive; TDP1 cell noCPT: inconclusive

Results for COc1ccccc1C(=O)NCCC(=O)NC1CCCCC1C (stereo not given) ?
DT40 TDP1 CPT: -3.8%; TDP1 cell noCPT: 3.5%

How did Cc1ccc(NC(=S)NCc2ccc3[nH]c4c(c3c2)CCCC4)cc1 do in these assays?
DT40 TDP1 CPT: inconclusive; TDP1 cell noCPT: 13µM*

What do the screens show for `O=c1c2ccccc2c(-c2n[nH]c(=S)o2)nn1Cc1ccccc1`?
TDP1 block: -2.3%; DT40 TDP1 CPT: inconclusive; TDP1 cell noCPT: -27.4%

What do the screens show for `CCOc1ccc(Nc2oc(-c3ccco3)nc2C#N)cc1`?
TDP1 block: 9.0%; DT40 TDP1 CPT: -26.9%; TDP1 cell noCPT: inconclusive

What do the screens show for `C(=N\N=C\c1cccnc1)/c1cccnc1`?
TDP1 block: 0.0%; DT40 TDP1 CPT: inconclusive; TDP1 cell noCPT: -7.6%

What do the screens show for `O=C(NCc1cccs1)c1cccn2c(=O)c3sccc3nc12`?
TDP1 block: -1.2%; DT40 TDP1 CPT: 4.8%; TDP1 cell noCPT: inconclusive

How did CCOc1ccc2nc(NC(=O)C3CCCO3)sc2c1 (stereo not given) do in these assays?
TDP1 block: 0.0%; DT40 TDP1 CPT: -26.5%; TDP1 cell noCPT: -6.3%

How did Cc1ccc2c(c1)N(CC(=O)NCC1CCCO1)C(=O)C(C(C)C)O2 (stereo not given) do in these assays?
DT40 TDP1 CPT: 6.6%; TDP1 cell noCPT: -31.0%

How did Cc1ccccc1CN1c2ccccc2-c2nc(SCC(N)=O)ncc2S1(=O)=O do in these assays?
TDP1 block: 0.0%; DT40 TDP1 CPT: -21.6%; TDP1 cell noCPT: -23.9%

How did COc1cc(CC(C#N)(CO)c2nc3ccccc3[nH]2)ccc1OC(F)F (stereo not given) do in these assays?
TDP1 block: 5.6%; DT40 TDP1 CPT: 2.1%; TDP1 cell noCPT: inconclusive

What do the screens show for `COc1ccc(N2CCN(CCCNS(=O)(=O)c3ccc4c(c3)oc(=O)n4C)CC2)cc1`?
TDP1 block: 6.1%; DT40 TDP1 CPT: -14.0%; TDP1 cell noCPT: -25.2%

Grouped by structure, the entries above containing bromine.
Results for O=C(COC(=O)c1cc(Br)ccc1Cl)NC1CC1 ?
TDP1 block: 2.6%; DT40 TDP1 CPT: -1.7%; TDP1 cell noCPT: 8.9%

Results for CCc1nnc(SCc2ccc(OC)c(Br)c2)n1N ?
TDP1 block: 5.1%; DT40 TDP1 CPT: -6.3%; TDP1 cell noCPT: -6.2%

(further entries)
How did COc1ccc(C2=Nc3ccccc3N(C(=O)c3ccncc3)C2C(=O)NC(C)(C)C)cc1 (stereo not given) do in these assays?
DT40 TDP1 CPT: -5.1%; TDP1 cell noCPT: -20.0%

How did COc1cc(/C=C/C(=O)N(C)c2ccccc2C(=O)O)cc(OC)c1OC do in these assays?
TDP1 block: 3.1%; DT40 TDP1 CPT: -0.1%; TDP1 cell noCPT: -1.7%

Results for Cc1ccc(S(=O)(=O)NCc2cccc([N+](=O)[O-])c2)cc1 ?
DT40 TDP1 CPT: -19.8%; TDP1 cell noCPT: inconclusive

How did Cc1ccc(NCC(=O)N2CCN(S(=O)(=O)c3ccccc3)CC2)cc1F do in these assays?
TDP1 block: 3.0%; DT40 TDP1 CPT: -28.9%; TDP1 cell noCPT: -17.4%

What do the screens show for `COc1ccc(OC)c(C(c2nnnn2Cc2ccccc2)N2CCC(C(N)=O)CC2)c1` (stereo not given)?
TDP1 block: 1.0%; DT40 TDP1 CPT: -9.8%; TDP1 cell noCPT: -25.1%

What do the screens show for `S=c1nc(-c2ccco2)[nH][nH]1`?
TDP1 block: 5.0%; DT40 TDP1 CPT: -2.1%; TDP1 cell noCPT: -10.3%

Results for Cc1cccc(CNC(=O)c2ccc(NC(=O)N3CCSc4ccccc43)cc2)c1 ?
TDP1 block: -2.5%; DT40 TDP1 CPT: 16.4µM*; TDP1 cell noCPT: 9.2µM*

Results for CCOC(=O)c1ccc(N2CCN(c3ccccc3F)CC2)c(NC(=O)Nc2cccc(OC)c2)c1 ?
TDP1 block: 2.7%; DT40 TDP1 CPT: 13µM*; TDP1 cell noCPT: 5.8µM*

What do the screens show for `Cc1ccccc1-c1nc2c(s1)CCc1onc(-c3ccc(Cl)cc3)c1-2`?
TDP1 block: -5.2%; DT40 TDP1 CPT: 17.9%; TDP1 cell noCPT: -9.2%

How did C/C(=N\NC(=O)Cc1ccccc1)c1cccs1 do in these assays?
TDP1 block: -2.5%; DT40 TDP1 CPT: -5.6%; TDP1 cell noCPT: 1.7%

Results for COc1ccc(-c2noc(-c3ccc(N4CCN(c5ccccc5OC)CC4)c([N+](=O)[O-])c3)n2)cc1 ?
TDP1 block: 5.7%; DT40 TDP1 CPT: 1.5%; TDP1 cell noCPT: 3.3%

Results for Cc1cccc(C)c1NC(=O)CN(C)C(=O)C(c1ccccc1)c1ccccc1 ?
TDP1 block: -2.8%; DT40 TDP1 CPT: 0.4%; TDP1 cell noCPT: -6.7%
